# Assay outcomes deposited in PubChem BioAssay by National Center for Advancing Translational Sciences (NCATS).
# TRHR ag: agonists of human TRH receptor. TRHR cells, calcium flux fluo-8, FDSS agonist mode. activation, % at 2 µM. actives 0.18% (n = 360,000); in the data active = activation above about 30%; also: 0% is about no effect
# Target sequence (P34981 whole entry, looked up): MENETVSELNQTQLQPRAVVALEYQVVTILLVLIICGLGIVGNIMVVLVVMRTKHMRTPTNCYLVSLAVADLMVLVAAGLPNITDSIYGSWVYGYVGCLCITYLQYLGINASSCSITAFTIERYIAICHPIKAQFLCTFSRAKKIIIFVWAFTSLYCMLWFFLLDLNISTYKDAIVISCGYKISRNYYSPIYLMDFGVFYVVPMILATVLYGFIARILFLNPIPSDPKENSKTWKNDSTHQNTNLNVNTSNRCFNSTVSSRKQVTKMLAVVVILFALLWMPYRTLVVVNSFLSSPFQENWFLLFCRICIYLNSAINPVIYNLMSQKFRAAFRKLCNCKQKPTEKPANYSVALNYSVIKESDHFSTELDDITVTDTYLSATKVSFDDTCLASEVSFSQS
#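 In this calcium-flux screen, cells bearing human TRHR are dye-loaded with fluo-8, baselined for 10 cycles, then exposed to library compounds; positive kinetic calcium responses during the agonist phase mark hits, with TRH as control.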
# Pin1 inhibitor: blocks the human prolyl isomerase Pin1. Q13526. Potency, µM (series often up to 115 µM), for the others: at the top dose activity, negative = inhibition, usual class: inhibitors. actives 0.009% (n = 390,000). Pin1 FP peptide displacement, HiFluor488, 10 min; active = well fitted inhibition curve with a large enough effect in the polarisation, with a control signal flat, not every such curve was filed as active; inconclusive = small, poorly fitted or top-dose-only effect, or effect the other way, or a change in a side signal; inactive = no such curve, though single readings can be large or run the other way; the % refers to the polarisation; also: potency is read from the fitted curve at half-maximal effect; % is scaled to controls: 0 for no effect and ±100 for the full control effect
# Target sequence (Q13526 whole entry, looked up): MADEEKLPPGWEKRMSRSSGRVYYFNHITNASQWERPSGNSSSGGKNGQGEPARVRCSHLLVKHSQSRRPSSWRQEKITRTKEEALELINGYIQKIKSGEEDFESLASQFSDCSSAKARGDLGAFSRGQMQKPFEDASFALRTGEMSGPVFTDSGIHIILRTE
# D2 antagonist: D2 dopamine receptor (human) antagonism | actives 2% (n = 340,000) | inhibition, % at 10 µM | P14416 | HEK293 TREx D2 cells, calcium flux, dopamine EC80; in the data active = inhibition above about 30%; also: 0% is about no effect
#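 Antagonism is scored as inhibition of an EC80 dopamine-evoked calcium signal in a force-coupled, tetracycline-inducible HEK293 T-REx D2 line, with compound present 180 s before agonist.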
# USP1-UAF1 inh: USP1/UAF1 (human) deubiquitinase inhibition. O94782. recombinant USP1/UAF1, Ub-Rhodamine cleavage fluorescence. Potency, µM (top dose mostly 57.1 µM), without a hit: top-dose activity change, negative = inhibition, most hits filed as inhibitors. actives 0.23% (n = 390,000). AID 743255; also: potency is read from the fitted curve at half-maximal effect; % is scaled to controls: 0 for no effect and ±100 for the full control effect; nearly all actives have a fitted effect of over 60% in size; inactives centre near -12
#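 Step one: compound is pinned into 1nM USP1/UAF1 in HEPES pH 7.8 buffer with TCEP. Step two: 15 min room-temperature incubation. Step three: Ub-Rho (150nM final) starts cleavage, tracked by fluorescence over six one-minute reads.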
# TrxR1 substrate: is turned over as a substrate by rat TrxR1 | AID 588456 | actives 0.01% (n = 390,000) | Potency, µM (titrated, usually from 114 µM), for the others: at the highest dose activity change, negative = substrate turnover | purified TrxR1 substrate turnover, NADPH consumption readout | O89049; also: potency is read from the fitted curve at half-maximal effect; % is scaled to controls: 0 for no effect and ±100 for the full control effect; nearly all actives have a fitted effect of over 50% in size
#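 Rat TrxR1, dispensed at 90 nM, was prereduced with 400 uM NADPH (final) for 5 min at ~22 deg C, then incubated with compound 15 min before 400 uM selenite. A first-read NADPH fluorescence drop versus no-compound background flagged substrates.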
# D2 ag: activates the human D2 dopamine receptor. P14416. HEK293 T-REx D2 cells, calcium flux agonist mode. activation, % at 2 µM. actives 0.53% (n = 340,000);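 active = activation over 3 SD above normal in the single-dose calcium agonist read, cut at about 30% in these data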; also: 0% is about no effect
#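 Agonism is scored from calcium flux in a force-coupled, inducible HEK293 cell line expressing D2, read kinetically for 180 s after compound addition against dopamine controls.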
# IDH1 R132H inh: human IDH1 R132H inhibition. O75874. IDH1-R132H enzyme, NADPH consumption, diaphorase/resazurin fluorescence. Potency, µM (titrated, usually from 76.6 µM), for inactives: top-dose activity change, negative = inhibition, usual class: inhibitors. actives 0.093% (n = 390,000). AID 602179; also: potency is read from the fitted curve at half-maximal effect; % is scaled to controls: 0 for no effect and ±100 for the full control effect; nearly all actives have a fitted effect of over 65% in size
# Target sequence (O75874 whole entry R132H, stated change not applied): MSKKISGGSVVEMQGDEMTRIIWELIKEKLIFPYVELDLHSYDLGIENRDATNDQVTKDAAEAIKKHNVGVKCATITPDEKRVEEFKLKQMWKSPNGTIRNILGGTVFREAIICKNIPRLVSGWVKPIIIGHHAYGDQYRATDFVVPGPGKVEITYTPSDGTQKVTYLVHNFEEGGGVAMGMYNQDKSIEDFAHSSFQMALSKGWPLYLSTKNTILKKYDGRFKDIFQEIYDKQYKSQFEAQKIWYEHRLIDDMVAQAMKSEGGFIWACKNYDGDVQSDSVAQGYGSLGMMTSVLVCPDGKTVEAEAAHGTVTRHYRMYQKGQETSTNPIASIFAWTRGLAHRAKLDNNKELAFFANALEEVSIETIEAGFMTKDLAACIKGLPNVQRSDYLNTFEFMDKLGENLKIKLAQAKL
#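 IDH1-R132H (0.5 ug/mL dispensed) in pH 7.5 Tris buffer was preincubated 30 min with compound, then given a substrate mix of 0.016 mM NADPH and 2 mM alpha-KG for 80 min at room temperature; remaining NADPH was read by diaphorase/resazurin fluorescence.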
# TrxR1 inh: blocks rat thioredoxin reductase 1 | O89049 | recombinant rTrxR1, NADPH fluorescence consumption, selenite substrate | actives 1% (n = 390,000) | Potency, µM (series often up to 114 µM), for the others: top-dose activity change, negative = inhibition, hits mostly inhibitors; also: potency is read from the fitted curve at half-maximal effect; % is scaled to controls: 0 for no effect and ±100 for the full control effect; nearly all actives have a fitted effect of over 65% in size
#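 Rat TrxR1 (90 nM in the dispensed reagent) was pre-reduced with 400 uM NADPH for 5 min at room temperature, then incubated with compound for 15 min. After 400 uM selenite was added, NADPH fluorescence (Ex 340/Em 450 nm) was followed for 8 min.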
# TRHR enhancer: allosteric enhancers of human TRH receptor | P34981 | TRHR cells, fluo-8 calcium fluorescence, EC20 TRH enhancement | enhancement, % at 2 µM | actives 0.66% (n = 360,000); in the data active = enhancement above about 30%; also: 0% is about no effect
#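 TRHR-expressing cells loaded with fluo-8 calcium dye were read kinetically (ex 480/em 530) during compound addition, then stimulated with an EC20 of TRH (10 nM final). Enhancement of the Gq-mediated intracellular calcium response was scored.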
# Numbers without * were called inactive; ? = inconclusive; . = not tested or not shown; [ ] = another dose, or the depositor's remark. Unless noted, calls follow the shape of the dose curve; as a rule, active = well fitted inhibition curve with a large enough effect; inconclusive = small, poorly fitted or top-dose-only effect; inactive = no such curve, though single readings can be large or run the other way.
Compound	TRHR ag	Pin1 inhibitor	D2 antagonist	USP1-UAF1 inh	TrxR1 substrate	D2 ag	IDH1 R132H inh	TrxR1 inh	TRHR enhancer
NS(=O)(=O)c1ccc(CNC(=O)Cc2ccc(S(=O)(=O)N3CCOCC3)s2)cc1	0.6	10%	1	-1%	-2%[57.1 µM]	0.8	0%	1%[57.1 µM]	11
O=C(Nc1ccc(S(=O)(=O)N2CCC(C(=O)NC3CCCCC3)CC2)cc1)c1ccco1	-0.5	40%[activator]	7	-17%	8%[57.1 µM]	0.8	3%	7%[57.1 µM]	-2
CC(NC(=O)c1cc(=O)[nH]c2ccccc12)c1ccccc1 (centres undefined)	0.4	0%	-3	-21%	5%[57.1 µM]	0.9	1%	19%[57.1 µM]	0
CC1(C)CC(N2CCCC2)=CC(=[N+]2CCCCC2)C1	-0.4	3%	-5	-20%	-14%	1.4	-1%	-11%	1
CCN(CC(=O)NCc1cccs1)C(=O)COc1cccc(C(F)(F)F)c1	-0.1	-2%	-29	-10%	-9%	0.2	-1%	-5%	0
CCCCNC(=O)CN(CCc1ccccc1)S(C)(=O)=O	0.3	-3%	15	-13%	6%[57.1 µM]	-0.3	5%	13%[57.1 µM]	0
COc1ccc(C)cc1N(C(=O)CNC(=O)c1ccco1)C(C(=O)NC1CCCC1)c1cccnc1 (centres undefined)	-0.1	-1%	1	-4%	7%	0.5	1%	14%	-2
COc1ccc(/C=N/Nc2nnc(Cc3ccc(OC)c(OC)c3)c(=O)[nH]2)cc1	-0.5	3%	-4	-18%	4%	0.4	4%	7%	5
Cn1nc(C(=O)OCC(=O)Nc2ccc(S(N)(=O)=O)cc2)c2ccccc2c1=O	-1.3	62%[activator]	-16	-22%	-2%	-1.3	2%	11%	0
CCC(c1nnnn1Cc1ccco1)N(CCc1ccccc1)Cc1cc2ccc(OC)cc2[nH]c1=O (centres undefined)	0.3	?	21	-25%	16%	0.9	0%	-24%	4
O=S(=O)(c1cc(Cl)ccc1Br)N1CCOCC1	-0.2	-7%	3	-2%	0%[57.1 µM]	0.0	3%	6%[57.1 µM]	2
C/C=C/c1ccc(OCCn2nnc3ccccc32)c(OC)c1	-1.3	5%	4	-1%	-5%	-0.4	3%	4%	0
Cc1ccc(C(=O)N2CCOCC2)cc1S(=O)(=O)N1CCCC1	0.2	-6%	-9	-11%	-2%	-1.2	6%	7%	8
O=C1c2[nH]nc(-c3ccccc3O)c2C(c2ccccc2)N1Cc1ccco1 (centres undefined)	0.2	6%	-8	-8%	-2%[57.1 µM]	0.5	0%	7%[57.1 µM]	7
CCOc1ccc(NC(=O)CSc2oc(-c3cccs3)nc2S(=O)(=O)c2ccc(Cl)cc2)cc1	0.4	8%	.	-16%	-3%	-0.4	16%	5%[2.29 µM]	-1
COc1ccc(CN2CCNC(=O)C2CC(=O)N(C)CCC2CCOCC2)cc1OC (centres undefined)	1.2	1%	.	-10%	1%[57.1 µM]	.	5%	0%[57.1 µM]	2
COc1ccc(S(=O)(=O)N2CCc3ccccc32)cc1C(=O)NCc1ccco1	0.5	28%	-5	-19%	-1%	0.7	6%	-2%	-3
CN(CC(=O)Nc1ccc(F)c(F)c1F)C(=O)C1=COCCO1	1.1	2%	1	1%	-8%	-0.6	-22%	-19%	8
CC(OC(=O)CCN=C1NS(=O)(=O)c2ccccc21)C(=O)N(C)C1CCCCC1 (centres undefined)	-0.1	4%	4	-15%	-4%	0.1	2%	-5%	4
CS(=O)(=O)N(CC(=O)N1CCN(Cc2ccccc2)CC1)c1cccc(F)c1	0.2	-5%	12	-22%	3%	-0.8	0%	19%	-7
O=C(O)c1ccc(NCc2cccnc2)cc1	0.5	-2%	12	-9%	2%	-0.3	5%	-3%	-2
CCN(CC)C(=O)CSc1nnc(CCCCCNC(=O)OC(C)(C)C)o1	-0.3	-2%	9	-5%	-6%	-0.1	7%	-11%	-11
CCOc1cc(CNCCSc2nnnn2C)cc(Br)c1OCc1ccccc1	-0.8	-1%	23	-20%	-11%	0.3	9%	3%	3
COc1cc(OC)c(N(C)C(=O)c2cc3c(=O)oc4ccccc4c3s2)cc1Cl	0.0	-1%	.	-27%	-4%	0.1	-4%	7%	1
CC(C)c1ccc(NC(=O)C(=O)C2C(=O)Nc3ccccc32)cc1 (centres undefined)	0.2	-2%	2	-3%	-5%	1.9	-24%	10%	8
O=C(NCC(=O)N(CC1CCCO1)C(C(=O)NC1CCCC1)c1cccnc1)c1ccco1 (centres undefined)	0.2	3%	7	-8%	-6%	0.1	-1%	1%[57.1 µM]	5
CC1(C)CC(=O)C(C=NCCN2CCN(C(=S)Nc3ccc(F)cc3)CC2)=C(O)C1	0.7	2%	-8	-4%	9%	0.5	9%	16%	2
COc1ccc(S(=O)(=O)NCCSCc2cccs2)cc1	-0.8	5%	0	-1%	-7%	-0.5	1%	15%	3
Cc1ccc(CNC(=O)CSc2ncc3c(n2)-c2cc(Cl)ccc2N(C)S3(=O)=O)cc1	-0.7	-2%	.	-12%	7%[57.1 µM]	-0.4	-3%	30%[57.1 µM]	8
c1ccc(-c2ccc(-c3[nH]ncc3CN3CCC(N4CCSCC4)CC3)cc2)cc1	0.3	-1%	-13	1%	-8%	1.7	6%	9%	8
Cc1ccc(NC(=O)CN(C)C(=O)CSc2nnc(C(F)(F)F)n2C)cc1	-0.5	-11%	-27	-27%	6%[57.1 µM]	0.4	8%	33%[57.1 µM]	-2
CCOC(=O)c1cnc(-n2nc(C)cc2C)nc1-n1nc(C)cc1C	-0.1	8%	17	-7%	7%	0.3	2%	14%	-5
O=C(c1cc(F)ccc1F)C1CCCN(C(=O)CCN2CCCCO2)C1 (centres undefined)	0.7	-2%	32*	8%	9%[57.1 µM]	0.5	4%	1%[57.1 µM]	0
COC(=O)CSc1ccc(S(=O)(=O)N2CCOCC2)cc1[N+](=O)[O-]	0.0	-10%	4	-12%	-5%	1.3	3%	-3%	1
CCCCOc1ccc(C(=O)CCN2CCCCC2)cc1	4.4	5%	.	-15%	12%	.	11%	3.2µM*	-12
CC(=O)Oc1ccc2c(=O)oc(-c3ccccc3)nc2c1	0.6	-2%	-9	-21%	19%	-2.3	3%	16%	7
CC[C@]12C(=O)N(C)C[C@H]([C@@H]3C(=O)N(Cc4ccccc4)C(=O)[C@@H]31)N2C(=O)c1ccccc1	.	-4%	.	-25%	8%[57.1 µM]	.	-3%	7%[57.1 µM]	.
CCN(CC)CCCNC(=O)C1c2cc(OC)c(OC)cc2C(=O)N(C)C1c1cccs1 (centres undefined)	0.3	-4%	-5	2%	9%	-0.6	6%	18%	7
O=C(O)COc1ccc2c(-c3ccccc3)cc(=O)oc2c1	-0.3	2%	20	-26%	8%[57.1 µM]	0.2	3%	-3%[57.1 µM]	1
COc1ncnc2c1cnn2-c1ccccc1	0.0	0%	-3	-5%	9%	0.5	4%	0%	8

# Quoted at random: 2 records from the list, in no set order.
Compound	TRHR ag	Pin1 inhibitor	D2 antagonist	USP1-UAF1 inh	TrxR1 substrate	D2 ag	IDH1 R132H inh	TrxR1 inh	TRHR enhancer
O=C(c1cc(F)ccc1F)C1CCCN(C(=O)CCN2CCCCO2)C1 (centres undefined)	0.7	-2%	32*	8%	9%[57.1 µM]	0.5	4%	1%[57.1 µM]	0
CCN(CC)CCCNC(=O)C1c2cc(OC)c(OC)cc2C(=O)N(C)C1c1cccs1 (centres undefined)	0.3	-4%	-5	2%	9%	-0.6	6%	18%	7

# (next part)
Compound	TRHR ag	Pin1 inhibitor	D2 antagonist	USP1-UAF1 inh	TrxR1 substrate	D2 ag	IDH1 R132H inh	TrxR1 inh	TRHR enhancer
COc1cccc(-c2nc(CS(=O)CC(=O)NCc3ccccc3Cl)c(C)o2)c1 (centres undefined)	-1.0	3%	0	-9%	3%[57.1 µM]	0.2	-9%	5%[57.1 µM]	9
COc1ccc(N2CCN(C(=O)c3cccc(NC(=O)c4nsc5ccccc45)c3)CC2)cc1	-0.1	?	.	-10%	-9%[57.1 µM]	.	-9%	5%[57.1 µM]	1
COc1ccc(C(=O)COc2ncnc3cc(Cl)ccc23)cc1	-0.8	7%	15	-16%	-13%	0.1	4%	?	36*
Cc1cc(CNC(=O)c2ccc3c(c2)OCO3)c2ccccc2n1	-0.1	-3%	-9	-4%	4%	-0.4	0%	7%	-1
CC1(C)CC(=O)C2=C(C1)OC(c1ccncc1)C(C#N)=C2N (centres undefined)	0.2	2%	.	-3%	6%[57.1 µM]	.	2%	30%[57.1 µM]	2
COc1ccc(NC(=O)c2ccc(S(=O)(=O)N3CCOCC3)cc2)c(OC)c1	0.2	1%	20	-8%	3%	-0.8	-1%	3%	9
O=C(Nc1ccc(Cl)cc1)c1cc2c(-c3ccccc3)nn(-c3ccccc3)c2s1	-0.8	-1%	.	-22%	25%	.	0%	37%[activator]	-1
Cc1ccc(S(=O)(=O)Cc2cc(F)c([N+](=O)[O-])cc2[N+](=O)[O-])cc1	0.0	-10%	-13	-22%	-1%	-1.5	0%	18µM*	-9
CC(Oc1cc2oc(=O)c3c(c2cc1Cl)CCCC3)C(=O)NCC1CCC(C(=O)O)CC1 (centres undefined)	-0.2	-6%	2	-26%	27%[57.1 µM]	-0.1	-3%	19%[57.1 µM]	-2
C/C(=N/NC(=O)CNC(=O)/C=C/c1ccco1)c1ccc(Cl)cc1	-1.0	14%	16	-16%	5%	1.5	0%	-53%	-8
N#C/C(C(=O)N1CCOCC1)=c1/s/c(=C\c2ccccn2)c(=O)n1-c1ccccc1	0.0	-5%	1	-21%	-1%[57.1 µM]	0.2	-7%	6%[57.1 µM]	2
O=C1CCc2cc(S(=O)(=O)N3CCCCC3)cc3c2N1CCC3	-0.6	-3%	16	-5%	0%[57.1 µM]	-0.4	-3%	0%[57.1 µM]	4
CC(=O)Nc1ccc(NC(=O)c2csnn2)cc1	0.7	?	.	-25%	-1%	1.2	-13%	13%	1

# A portion of the library; count on the stated rates, not on these rows.
